Compound activity: PubChem, Vanderbilt High Throughput Screening Facility
rat mGlu8 modulation = rat mGlu8 modulation via Gqi9 calcium signal, confirmation, counter-screen for GIRK activator project, cell-based, HEK293 rmGlu8, Gqi9 chimera; HEK293 rmGlu8/Gqi9 calcium flux, Fluo-4 fluorescence; glutamate at EC20 added after compound; calls only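 (single compound addition from 20 µM solution with 0.2% DMSO)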; 4% of 2,100 active;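 active = calcium fluorescence trace judged by eye to show a response, as agonist, enhancer of the glutamate response, or inhibitor; inactive = trace judged by eye to show no response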
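Material: rat mGlu8 HEK-293 cells with transient Gqi9. Medium: HEPES-buffered HBSS, pH 7.4. Compound: one dose, 20 µM addition solution, 0.2% DMSO. Schedule: compound 4 min before glutamate, then 2 min recording. Technique: Fluo-4 calcium fluorescence sampled at 1 Hz.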
Calls only; i = inactive; + = active, no number. Only part of the results is shown, so the mix of outcomes need not match the whole.

Start of the listing, in advance:
entry | SMILES | rat mGlu8 modulation
1 | COc1cccc2sc(Nc3nnc(-c4cccs4)o3)nc12 | i
2 | CCCCC(=O)Nc1ncc2c(n1)CC(C)(C)CC2=O | i
3 | O=C(NN=C1c2ccccc2-c2ccccc21)c1ccccc1Br | i

Main list, previewed entries included:
entry | SMILES | rat mGlu8 modulation
1 | COc1cccc2sc(Nc3nnc(-c4cccs4)o3)nc12 | i
2 | CCCCC(=O)Nc1ncc2c(n1)CC(C)(C)CC2=O | i
3 | O=C(NN=C1c2ccccc2-c2ccccc21)c1ccccc1Br | i
4 | Cc1ccc(OC(=S)Nc2ccccc2)c(C)c1 | i
5 | COc1cc(NC(=O)c2ccc(C)cc2)c(OC)cc1NC(=O)CN1CCCCC1 | i
6 | Cc1cc(NC(=O)c2ccccc2Oc2ccccc2)no1 | i
7 | CC1(C)Cc2nc(NCCN3CCOCC3)c(C#N)cc2CO1 | i
8 | Cc1cccc(C)c1NC1=NC(=S)N(c2ccc(N(C)C)cc2)C1(C)C | i
9 | O=C(NC(=S)NCC1COc2ccccc2O1)c1ccccc1 (stereo not given) | i
10 | CS(=O)(=O)c1ccc2nc(NC(=O)Nc3ccc(Cl)c(Cl)c3)sc2c1 | i
11 | Cc1ccccc1NC(=S)NC(=O)CCc1ccccc1 | i
12 | CCOC(=O)C1=NN(C(=O)c2ccccc2)C(O)(c2ccc(C)cc2)C1 (stereo not given) | i
13 | Cc1ccc2nc(-c3ccc(O)cc3)c(Nc3ccc4c(c3)OCCO4)n2c1 | i
14 | Cc1[nH]n(-c2ccc(F)cc2)c(=O)c1/C=N/c1sc2c(c1C#N)CCCC2 | i
15 | CCCCCCc1cc2cc(C(=O)NC)c(=N)oc2cc1O | i
16 | Cc1oncc1C(=S)Nc1ccccc1 | i
17 | CC(C)C(=O)Nc1cccc(NC(=O)c2cc3ccccc3o2)c1 | i
18 | CN(C)c1nc(OCCNC(=O)COc2ccc(Cl)cc2Cl)nc(N2CCOCC2)n1 | i
19 | CCOC(=O)C(Cc1ccccc1)NC(=O)Cn1nnc(-c2ccccc2)n1 (stereo not given) | i
20 | COc1ccc(S(=O)(=O)NCCCCCC(=O)NCCCN2CCOCC2)cc1 | i
21 | COc1cccc(N(CC(=O)NCc2cccnc2)S(C)(=O)=O)c1 | i
22 | COc1ccc(Cn2c(=S)[nH]c3ccsc3c2=O)cc1 | i
23 | N#Cc1nc(COc2ccccc2)oc1N1CCN(c2cccc(Cl)c2)CC1 | i
24 | CCOC(=O)CN(C(=O)CSc1nnc(Cc2ccccc2)n1-c1ccc(C)cc1)c1ccccc1 | i
25 | CN=C(C)C1=C(O)C(C(=O)OC)C(C)(C)CC1=O (stereo not given) | i
26 | CCOC(=O)CSc1nc2c(sc(=S)n2-c2ccccc2OC)c(=O)n1Cc1ccco1 | i
27 | O=C(NC(=S)Nc1ccc(N2CCCCC2)c(Cl)c1)c1cccs1 | i
28 | COc1cccc(NC(=O)Cn2cc(C#N)c3ccccc32)c1 | i
29 | CCCCN(CCCC)C(=S)NC(=O)C(C)(C)C | i
30 | COC(=O)c1ccccc1NC(=S)NC(=O)c1ccc(C)cc1 | i
31 | Cc1ccc(C)n1-c1ccc(-c2nnco2)cc1 | i
32 | CC1CN(S(=O)(=O)c2ccc(C(=O)Nc3nnc(-c4ccc5c(c4)CCCC5)o3)cc2)CC(C)O1 (stereo not given) | i
33 | CN(C)S(=O)(=O)c1cccc(NC(=S)Nc2ccc(Cl)cc2Cl)c1 | i
34 | O=C(Nc1nc(-c2ccccn2)cs1)c1ccc(Br)s1 | i
35 | COc1ccccc1C(=O)NC(=S)NNC(=O)c1sc2ccccc2c1Cl | i
36 | COc1ccc2nc(NC(=S)N(C)C)sc2c1 | i
37 | Cc1ccccc1Cn1c(-c2cncs2)nc2ccccc21 | i
38 | Cc1[nH]n(-c2cccc3ccccc23)c(=O)c1/C=N/c1sc2c(c1C#N)CCC2 | i
39 | O=C(NCCN1CCN(C(=O)Nc2ccccc2)CC1)Nc1ccccc1 | i
40 | O=[n+]1cc(-c2ccccc2)n([O-])c2c1CCC2 | i
41 | CC1CCc2c(sc(NS(=O)(=O)c3ccccc3)c2C(=O)OC(C)C)C1 (stereo not given) | i
42 | O=C(CSCc1ccccc1)N=Nc1c(O)[nH]c2ccccc12 | i
43 | S=C1CCSc2ccc(Cl)cc2N1 | i
44 | Cc1ccc(-c2[nH]nc3c2C(c2ccoc2)C(C#N)=C(N)O3)cc1C (stereo not given) | i
45 | CC(/C=N/n1c(COc2ccccc2)n[nH]c1=S)=C\c1ccccc1 | i
46 | CSc1ccccc1NC(=O)Nc1ccc(Cl)cc1 | i
47 | COC(=O)CSC1=NS(=O)(=O)c2ccccc21 | +
48 | CCOc1ccc(-n2c(SCc3nc(-c4cccs4)no3)nnc2-c2ccncc2)cc1 | i
49 | O=S(=O)(Nc1nc(-c2sccc2Cl)cs1)c1cc(Cl)ccc1Cl | +
50 | O=C1Nc2ccccc2C12OCC1(CO2)COC2(OC1)C(=O)Nc1ccccc12 (stereo not given) | +

Molecules above that contain bromine:
entry | SMILES | rat mGlu8 modulation
3 | O=C(NN=C1c2ccccc2-c2ccccc21)c1ccccc1Br | i
34 | O=C(Nc1nc(-c2ccccn2)cs1)c1ccc(Br)s1 | i

(list continues)
entry | SMILES | rat mGlu8 modulation
51 | CCn1c(NC(=O)Nc2cccc(C)c2C)cc2sccc21 | i
52 | CCn1c(=S)[nH]c2nc3c(cc2c1=O)CCCC3 | i
53 | Cc1c(C(=O)O)c(=S)sn1CCOc1ccccc1 | i
54 | Cc1ccc(NC(=S)N=Nc2c(O)n(C)c3ccc(S(=O)(=O)N4CCOCC4)cc23)cc1 | i
55 | CC1(C)CC2CC(C)(CN2C(=S)NC(=O)c2ccccc2Cl)C1 (stereo not given) | i
56 | c1ccc(-c2nnc3n2NC(c2ccc4c(c2)OCO4)S3)cc1 (stereo not given) | i
57 | CCCC(=O)NC(c1cccs1)c1cc([N+](=O)[O-])c2cccnc2c1O (stereo not given) | i
58 | CC1(c2ccccc2)CC(C)(C)N2C(=O)/C(=C3\SC(=S)NC3=O)c3cccc1c32 (stereo not given) | i
59 | O=C1/C(=C\c2ccccn2)SC(=S)N1Nc1ncc(C(F)(F)F)cc1Cl | i
60 | CCN(CC)S(=O)(=O)c1cccc(-c2n[nH]c(=S)n2/N=C/c2ccc(C(=O)OC)cc2)c1 | i
61 | O=C(NC(=S)N1CCN(c2ccc(Cl)cc2[N+](=O)[O-])CC1)c1cccs1 | i
62 | CC1CN(C2CC(C)(C)NC(C)(C)C2)CCC1=O (stereo not given) | i
63 | C=CCCCCCCCCc1nc(=S)[nH][nH]1 | i
64 | FC(F)(F)c1cnc(NNC(=S)Nc2ccccc2Cl)c(Cl)c1 | +
65 | CCCCn1c(-c2csc3c2CCC(C)C3)n[nH]c1=S (stereo not given) | i
66 | COc1cccc(NC(=S)N/N=C2/CCCCc3ccccc32)c1 | i
67 | CCNC(=S)N/N=C1\CCCCc2ccccc21 | i
68 | Cc1ccc(C2CC2C(=O)NNC(=S)Nc2cccc(C)c2)cc1 (stereo not given) | i
69 | CCCCN(C)CC(O)Cn1cc(/C=C/C(=O)c2cccs2)c2ccccc21 (stereo not given) | i
70 | Cc1nnc(NC(=O)CCSc2ccccc2)s1 | i
71 | O=C(CCCc1nc(-c2ccc(Cl)cc2)no1)N1CCOCC1 | i
72 | N/C(=N\OC(=O)Cc1ccccc1)c1ccc(Br)cc1 | i
73 | O=C1NC(=S)SC1=C1CCCCCC1 | i
74 | O=C1C(Cl)=C(N2CCOCC2)C(=O)N1c1cccc(Cl)c1 | i
75 | CCCCN(CCCC)c1nc2ccccc2nc1C(C#N)C(=O)NCCCOC (stereo not given) | i
76 | CCCCn1c(SCC(N)=O)nc2c(sc3ccccc32)c1=O | i
77 | CCCC(c1c(C)n(C)n(-c2ccccc2)c1=O)c1c(C)n(C)n(-c2ccccc2)c1=O | i
78 | CCOC(=O)C1=C(c2ccccc2)NC(SC)=C(C#N)C1c1ccco1 (stereo not given) | i
79 | O=C(Nc1nncs1)c1ccccc1NS(=O)(=O)c1cccs1 | i
80 | Cc1sccc1C1C(C#N)=C(N)SC(N)=C1C#N | i
81 | CCN(C(=O)CN1CCN(c2ccccc2O)CC1)c1c(N)n(Cc2ccccc2)c(=O)[nH]c1=O | i
82 | COc1ccc2nc(/N=C/c3c(C)[nH]n(-c4ccc(C)cc4)c3=O)sc2c1 | i
83 | c1csc(CCNc2ncnc3sc4c(c23)CCC4)c1 | i
84 | S=c1[nH]nc(-c2ccc(Br)o2)n1Cc1ccccc1 | i
85 | CN(CC(=O)Nn1cnnc1)S(=O)(=O)c1ccc(Br)cc1 | i
86 | N=c1oc2ccc3ccccc3c2cc1-c1nc(-c2ccccc2)cs1 | i
87 | CCc1ccc(NC(=S)NNC(=O)c2ccccc2OC(F)F)cc1 | i
88 | Cc1cc(C(F)(F)F)c2c(=O)[nH]c(=O)n(Cc3ccccc3)c2n1 | i
89 | CC(C)(C)c1ccc(C(=O)NC(=S)Nn2cnnc2)cc1 | i
90 | CCOC(=O)c1c(C)oc2ccc(O)c(CN3CCCCC3)c12 | i
91 | CCCc1noc2c1/C(=N\O)CC(CC(C)SCC)C2 (stereo not given) | i
92 | Cc1cc(C)nc(Sc2ncnc3sc4c(c23)CCC4)n1 | i
93 | O=C(Cc1ccccc1)NC(=S)Nc1cccc(C(F)(F)F)c1 | i
94 | O=C(c1ccc(-c2ccccc2)cc1)N1CCN(c2ncccn2)CC1 | i
95 | CCOc1ccccc1Nc1nnc(Cc2ccccc2Cl)c(=O)[nH]1 | i
96 | NC(=O)Nc1cccc2ccccc12 | i
97 | C=CCSc1nc2sc3c(c2c(=O)n1CC)CCc1ccccc1-3 | i
98 | Cc1cc(C(=O)N2CCN(CCc3ccccc3)CC2)no1 | i
99 | O=C(CC(=O)c1ccccc1O)c1ccc(F)cc1 | i
100 | CCCCN(CCCC)C(=S)N/N=C/c1c(C)[nH]n(-c2ccccc2)c1=O | i

Next structures.
entry | SMILES | rat mGlu8 modulation
101 | COC(=O)c1ccc(Cl)c(NC(=O)CN2CCN(C)CC2)c1 | i
102 | COC(=O)c1ccc(NS(=O)(=O)c2ccc(SC)cc2)cc1 | i
103 | CCCCOC(=O)c1ccc(NC(=S)NC(=O)c2c(Cl)cnn2CC)cc1 | i
104 | Cc1cc(C)c2oc(-c3ccc(C)c(NC(=S)NC(=O)c4cccs4)c3)nc2c1 | i
105 | N=c1c2c(-c3ccccc3)c(-c3ccccc3)n(Cc3ccccc3)c2ncn1CCCO | i
106 | Oc1[nH]c2c(Cl)cc(Cl)cc2c1N=NC(=S)NCC1CCCO1 (stereo not given) | i
107 | C=CCn1c(SCC(=O)Nc2sccc2C(N)=O)nc2ccc(Cl)cc2c1=O | i
108 | COc1ccc2nc(N=Nc3ccc(O)c4ccccc34)sc2c1 | i
109 | CCCCNc1c2c3c(cccc3n(C)c1=O)C(=O)c1ccccc1-2 | i
110 | COC(=O)c1ccc(NC(=S)NC(=O)c2c(Cl)cnn2C)cc1 | i
111 | Cc1cc(C(=O)CSc2nnc(-c3ccncc3)n2-c2ccccc2)c(C)n1C | i
112 | O=C(NC(=S)N(CCCCO)C1CCCCC1)c1sc2ccccc2c1Cl | i
113 | Cc1cccc(NC(=S)N/C(=N/S(=O)(=O)c2ccccc2)c2ccccc2)c1 | i
114 | O=C(Cn1nc(Cc2ccncc2)c2ccccc2c1=O)N1CCN(C(=O)c2ccco2)CC1 | i
115 | CC(C)(C)c1ccc(-c2n[nH]c(=S)n2C2CCCC2)cc1 | i
116 | O=C(Cc1cccs1)Nc1cccnc1 | i
117 | CC(C)Oc1cccc(C(=O)NC(=S)N2CCN(c3ccc(C(F)(F)F)cc3[N+](=O)[O-])CC2)c1 | i
118 | CC(C)OCCCn1c(=S)[nH]c2cc3c(cc2c1=O)OCO3 | i
119 | O=C(/C=C/c1cccs1)NC(=S)NNC(=O)Cc1cccs1 | i
120 | C/C(=N/NC(=O)c1cc(Cl)ccc1O)C12CC3CC(CC(C3)C1)C2 | +
121 | COc1ccc(-c2c3c(=O)n(C)c(=O)n(C)c3cn2-c2ccccc2)cc1 | i
122 | CCCSc1nnc(Nc2ccccc2C)s1 | i
123 | O=C(NC(=S)Nc1nc2c(ccc3ccccc32)s1)c1cccs1 | i
124 | COc1ccc(-c2onc(C)c2-c2ccc(C(=O)OC(C)C)o2)c(O)c1 | i
125 | COc1ccc(Cl)cc1C(=O)CSc1nnnn1C1CCCC1 | i
126 | CS(=O)(=O)N(CC(=O)NCc1ccco1)c1ccc(Cl)c(C(F)(F)F)c1 | i
127 | COc1ccc2nc(/N=C/c3c(C)[nH]n(-c4ccc(C)cc4C)c3=O)sc2c1 | i
128 | COc1ccc(OC)c(NC(=O)C2CC(=O)N(c3ccc(Br)cc3)C2)c1 (stereo not given) | i
129 | O=C(NC(=S)N(CCc1ccccc1)CCc1ccccc1)c1ccco1 | i
130 | Cc1cnc(NC(=O)CSc2nc3ccccc3c(=O)[nH]2)s1 | i
131 | COc1ccc(C(CCNCc2ccccc2F)c2ccc(F)cc2)cc1 (stereo not given) | i
132 | O=c1cc(Cn2ccnc2)c2cc3c(cc2o1)CCC3 | i
133 | CCCn1c(O)c(N=NC(=O)c2ccco2)c2ccccc21 | i
134 | Cc1ccc(N=Nc2ccc(O)c3ncccc23)cc1 | i
135 | O=C(Nc1nc2ccc(Cl)cc2s1)c1ccc(Br)o1 | i
136 | CN(Cc1ccccc1)C(=S)NC(=O)C1CCCCC1 | i
137 | O=C(Nc1ccccc1)c1ccccc1NS(=O)(=O)c1ccc(Cl)s1 | +
138 | CC(c1ccco1)N(C(=O)c1ccccc1NS(=O)(=O)c1cc([N+](=O)[O-])ccc1Cl)c1ccccn1 (stereo not given) | i
139 | Cc1ccc(-c2cnc(NC(=O)CCC(=O)N3CCCCC3)n2C)cc1 | i
140 | CCSc1nnc(NC(=O)NC(CC)(C(F)(F)F)C(F)(F)F)s1 | i
141 | S=C(NN=C1CCCCCC1)Nc1ccc(Cl)cc1 | i
